Source: PubChem BioAssay
Rin1 Abl inh: inhibitors of Rin1-Abl protein binding, primary screen, biochemical, TR-FRET. AID 588664, 2011. 360,000 tested, 0.4% active. Tyrosine-protein kinase ABL1 (Homo sapiens) + Ras and Rab interactor 1 (Homo sapiens), …. inhibition, % at 7.35 µM; in the data active means inhibition above about 5%, passing the limit was not always enough
Target sequence (P00519 whole entry, looked up): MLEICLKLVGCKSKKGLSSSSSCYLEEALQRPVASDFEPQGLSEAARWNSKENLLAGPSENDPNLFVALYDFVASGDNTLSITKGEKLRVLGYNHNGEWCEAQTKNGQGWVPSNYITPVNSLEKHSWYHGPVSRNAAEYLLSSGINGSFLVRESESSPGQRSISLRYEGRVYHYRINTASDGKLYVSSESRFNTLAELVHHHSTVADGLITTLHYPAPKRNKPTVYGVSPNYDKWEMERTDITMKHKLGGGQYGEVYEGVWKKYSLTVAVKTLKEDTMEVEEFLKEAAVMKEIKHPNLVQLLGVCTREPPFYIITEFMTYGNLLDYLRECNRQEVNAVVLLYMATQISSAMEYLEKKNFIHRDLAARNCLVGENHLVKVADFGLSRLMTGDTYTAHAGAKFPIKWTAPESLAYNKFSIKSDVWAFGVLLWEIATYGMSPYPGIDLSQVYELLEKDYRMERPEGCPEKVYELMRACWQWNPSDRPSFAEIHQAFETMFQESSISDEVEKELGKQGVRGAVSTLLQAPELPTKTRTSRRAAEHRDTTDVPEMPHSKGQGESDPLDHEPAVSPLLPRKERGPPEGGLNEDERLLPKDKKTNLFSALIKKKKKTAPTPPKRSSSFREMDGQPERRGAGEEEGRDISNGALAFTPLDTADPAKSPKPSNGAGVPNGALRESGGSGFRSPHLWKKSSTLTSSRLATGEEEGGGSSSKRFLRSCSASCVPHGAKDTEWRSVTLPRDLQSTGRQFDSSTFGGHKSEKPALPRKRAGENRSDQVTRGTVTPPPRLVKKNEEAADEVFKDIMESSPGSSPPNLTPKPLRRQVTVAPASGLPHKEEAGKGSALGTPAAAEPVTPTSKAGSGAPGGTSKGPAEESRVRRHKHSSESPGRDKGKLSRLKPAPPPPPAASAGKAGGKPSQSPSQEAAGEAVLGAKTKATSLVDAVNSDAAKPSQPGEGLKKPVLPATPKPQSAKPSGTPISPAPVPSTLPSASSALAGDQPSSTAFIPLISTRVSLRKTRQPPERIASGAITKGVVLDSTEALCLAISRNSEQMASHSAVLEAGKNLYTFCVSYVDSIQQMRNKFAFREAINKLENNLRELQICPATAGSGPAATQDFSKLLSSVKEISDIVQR
Target sequence (Q13671 whole entry, looked up): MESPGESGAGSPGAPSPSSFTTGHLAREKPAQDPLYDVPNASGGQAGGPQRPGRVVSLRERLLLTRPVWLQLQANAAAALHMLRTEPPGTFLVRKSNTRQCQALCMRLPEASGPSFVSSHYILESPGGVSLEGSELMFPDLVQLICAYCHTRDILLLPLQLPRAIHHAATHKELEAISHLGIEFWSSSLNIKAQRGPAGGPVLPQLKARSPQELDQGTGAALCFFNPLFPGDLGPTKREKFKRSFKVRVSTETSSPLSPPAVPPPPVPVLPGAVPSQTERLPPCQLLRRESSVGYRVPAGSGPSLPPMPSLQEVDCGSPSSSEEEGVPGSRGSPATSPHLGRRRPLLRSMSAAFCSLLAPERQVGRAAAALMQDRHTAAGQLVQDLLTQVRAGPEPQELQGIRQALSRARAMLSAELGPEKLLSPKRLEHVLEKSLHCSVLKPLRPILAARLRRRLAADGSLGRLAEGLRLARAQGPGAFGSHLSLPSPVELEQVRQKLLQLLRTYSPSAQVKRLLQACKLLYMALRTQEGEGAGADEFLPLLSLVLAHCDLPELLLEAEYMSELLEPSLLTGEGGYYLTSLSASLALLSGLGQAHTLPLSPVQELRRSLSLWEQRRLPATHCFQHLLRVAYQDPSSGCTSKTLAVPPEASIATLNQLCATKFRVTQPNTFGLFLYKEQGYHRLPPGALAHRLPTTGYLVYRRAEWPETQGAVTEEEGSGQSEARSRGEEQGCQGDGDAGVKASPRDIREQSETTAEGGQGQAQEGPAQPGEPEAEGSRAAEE
Neddyl block: inhibitors of cullin neddylation, primary screen, biochemical, TR-FRET, uHTS, NAE and Ubc12; NEDD8-conjugating enzyme Ubc12 (Homo sapiens) + NEDD8-activating enzyme E1 regulatory …; calls only at 25 µM; 360,000 tested, 0.58% active; AID 651699, 2012; in the data active means inhibition above about 36%
MsrA act: bovine MsrA enzyme activators, primary screen, biochemical, absorbance, HTS | activation, % at 10.6 µM | AID 602163, 2012 | purified bovine MsrA, absorbance read-out | Methionine sulfoxide reductase A (Bos taurus) | 360,000 tested, 0.3% active; in the data active means activation above about 7.5%;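 further: 0% = vehicle and 100% = reference activator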
MT1-MMP act inh: blockers of MT1-MMP proenzyme processing, primary screen, HT1080 RFP-PRO-GFP cells, GFP/RFP fluorescence. Matrix metalloproteinase-14 (Homo sapiens), P50281. GFP/RFP ratio fluorescence, overnight; percent of plate control window, DMSO zero. GFP/RFP ratio change, % at 20 µM. 360,000 tested, 0.061% active;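 active means GFP/RFP ratio change of at least 30% with cell ATP level not reduced by more than half and red fluorescence within 50% of control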; further: strong numbers were not always called active
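Assay system: HT1080 cells carrying an RFP-PRO-GFP reporter | Dosing: Single dose of 20 µM compound, 1% DMSO final | Incubation: Cells overnight before dosing, compound overnight, 37 °C, 5% CO2 | Evaluation: GFP/RFP fluorescence ratio | Control set: DMSO and RFP-L50D-GFP cell wells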
FAS TE block: FAS thioesterase domain inhibitors, primary screen, biochemical, fluorescence intensity, uHTS | Fatty acid synthase (Homo sapiens), P49327 | recombinant FAS-TE, OMFH fluorogenic substrate, fluorescence endpoint | inhibition, % at 15 µM | 360,000 tested, 0.67% active;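 active means compounds whose normalised, plate-corrected inhibition of enzyme fluorescence in the single-dose primary screen is 50% or more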;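 further: 0% = DMSO with enzyme and 100% = substrate without enzyme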
eLon inh: inhibitors of E. coli Lon protease, primary screen, biochemical, fluorescence polarization; inhibition, % at 7.94 µM; purified E. coli Lon protease; 360,000 tested, 0.42% active; in the data active means inhibition above about 13%, passing the limit was not always enough;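 further: 0% = enzyme with probe and DMSO and 100% = no enzyme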
MsrA inhibitor: bovine MsrA enzyme inhibitors, primary screen, biochemical, absorbance, HTS; AID 651718, 2012; Methionine sulfoxide reductase A (Bos taurus); inhibition, % at 15.5 µM; 360,000 tested, 0.75% active; purified bovine MsrA, absorbance read-out; in the data active means inhibition above about 4.5%;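 further: 0% = vehicle wells with enzyme and 100% = reference inhibitor wells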
CendR NRP1 mod: modulators of CendR peptide binding to NRP-1, primary screen, biochemical, fluorescence polarization, uHTS | Neuropilin-1 (Homo sapiens), O14786 | FAM-RPARPAR peptide binding to NRP-1 | inhibition, % at 25 µM | 360,000 tested, 0.85% active;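 active means inhibition or corrected inhibition above about 18%, plus a signal ratio from 0.5 to 1.5, limit read from the data, passing the limit was not always enough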; further: strong numbers were not always called active
SKN-1 block: suppressors of acrylamide-induced Pgst-4::GFP reporter in worms, primary screen, SKN-1 inhibitor project, whole organism, uHTS, GFP/RFP fluorescence ratio, strain VP596 | C. elegans VP596 Pgst-4::GFP/RFP ratio, 24 h | inhibition, % at 21.8 µM | 360,000 tested, 0.49% active | AID 624304, 2012;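 active means interference check ratio from 0.5 to 1.5 plus GFP to RFP signal ratio inhibition reaching or exceeding a fixed threshold, cut at about 30% in these data, passing the limit was not always enough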; further: some compounds called inactive have numbers as strong as hits
The depositor's hits bear a star; i = inactive; · = no result given; + = active, no number.

Each structure is followed by: Rin1 Abl inh	Neddyl block	MsrA act	MT1-MMP act inh	FAS TE block	eLon inh	MsrA inhibitor	CendR NRP1 mod	SKN-1 block
1	CCC(=O)N1CCN(c2ccccc2NC(=O)COc2cc(C)ccc2C(C)C)CC1
→ 1.3	i	-0.3	-12.3	27.2	9.5	-1.1	-2.2	9.3
2	Cc1ccsc1C(=O)N/N=C/C=C/c1ccccc1[N+](=O)[O-]
→ -1.4	i	-1.7	-1.5	4.3	-1.5	4.0	10.0	22.7
3	CS(=O)(=O)c1cccc(C(=O)NCc2ccc(F)cc2)c1
→ 3.1	i	2.1	0.5	-6.7	0.5	0.6	14.8	-10.4
4	CCOC(=O)C1=C(C)NC(=O)C1CC(=O)O (configuration not stated)
→ -0.1	i	-3.9	-0.3	-10.2	-1.1	-0.6	7.5	-2.4
5	COc1ccccc1CNC(=O)COC(=O)c1cc2ccccc2o1
→ -2.6	i	-1.8	1.9	-5.2	-1.4	0.5	3.3	-5.8
6	CCOc1ccccc1NC(=O)CCNC(=O)N1CC(=O)Nc2ccccc21
→ -4.9	i	-2.0	-1.9	-7.2	-13.1	-0.5	-1.3	9.3
7	COCCOC(=O)c1c(C)oc2ccc(OC(=O)c3ccco3)cc12
→ 1.4	i	-6.6	4.1	8.1	1.0	-1.2	9.3	-2.7
8	Cn1c(C(=O)N2CCCC(C(=O)NCc3ccc4c(c3)OCO4)C2)cc2sccc21 (configuration not stated)
→ 0.8	i	-1.1	-0.6	-1.6	-0.5	-0.5	-0.1	6.4
9	C=C(C)c1cc2c(ccc3ccc(=O)oc32)o1
→ -1.9	i	-2.0	-0.7	2.5	-0.5	-0.4	-3.1	24.1
10	CCOC(=O)C1CCCN(C(=O)c2cccs2)CC1 (configuration not stated)
→ -0.5	i	-0.2	3.8	-5.5	5.9	0.4	-1.5	6.6
11	COC(=O)CCC(=O)NC1CC(C)(C)Cc2c1cnn2-c1ccccc1 (configuration not stated)
→ 0.1	i	-1.8	2.4	-7.7	3.1	0.1	-1.8	20.0
12	CN(CC(O)CN)CC(O)CN1CCCCC1 (configuration not stated)
→ -4.1	i	-0.6	0.0	-7.7	-5.7	-1.3	-9.2	-1.8
13	O=C(COc1ccc(Cl)cc1Cl)Nc1nc2n(n1)C(c1ccccc1)CC(=O)N2 (configuration not stated)
→ 0.1	i	-2.4	2.0	-0.6	-5.9	0.7	-11.1	8.7
14	CC1CCc2c(sc3ncn(N)c(=N)c23)C1 (configuration not stated)
→ -1.0	i	-1.5	0.5	-9.9	-5.0	-0.7	-6.1	-2.3
15	O=S(=O)(Nc1cccc(-c2cn3cccnc3n2)c1)c1ccc(-c2ccccc2)cc1
→ 2.8	·	-8.5	3.6	16.4	-9.4	1.8	-4.2	-12.6
16	Cc1ccccc1C(=O)Nc1ccccc1N1CCN(C(=O)c2ccccc2)CC1
→ 3.9	i	-4.6	-1.2	9.2	13.7	-0.4	-0.1	11.1
17	Cc1onc(-c2ccccc2)c1C(=O)Nc1ccc2c(C)cc(=O)oc2c1
→ -0.5	+	6.0	6.0	1.9	0.0	2.4	-0.7	-12.6
18	O=C1N[C@@H](Cc2cn(S(=O)(=O)c3ccccc3)c3ccccc23)C(=O)N[C@H]1Cc1ccccc1
→ 3.0	i	-7.5	-5.5	-6.6	5.4	-0.1	4.0	0.4
19	COCCN(Cc1cc2cc(C)ccc2[nH]c1=O)S(=O)(=O)c1ccc(Cl)cc1
→ -1.5	i	-0.3	-7.8	-0.6	1.7	-0.2	9.8	7.3
20	COc1cc(C(C#N)N2CCOCC2)ccc1O (configuration not stated)
→ 1.1	i	-0.2	-2.4	-4.2	7.6	3.4	0.4	-5.6
21	CCOC(=O)C1=C(COC(=O)CCOc2ccccc2)NC(=O)NC1C (configuration not stated)
→ 3.1	i	-1.6	0.0	-1.3	1.4	-0.1	4.0	10.4
22	COc1ccc(OC)c(NC(=O)c2cc(-c3ccc(F)cc3OC(C)C)n[nH]2)c1
→ -1.2	i	-1.0	-1.7	31.4	0.4	-0.1	2.2	27.3
23	CCOc1ccc(CCNC(=O)Cn2nc(C)c3c(C)n(-c4ccccc4)nc3c2=O)cc1OCC
→ 3.3	i	0.3	5.1	-0.8	-1.9	-0.9	6.3	10.5
24	CC(C)c1cc(C(=O)Nc2cc(Br)ccc2O)no1
→ -3.0	i	-1.8	-3.3	-8.3	-2.9	1.2	-2.9	5.6
25	NC(=O)CSc1nc2ccc([N+](=O)[O-])cc2[nH]1
→ -8.3	i	0.1	1.4	6.7	-1.0	0.9	0.0	9.8
26	CCc1oc(-c2ccc(OC)cc2)c(C(=O)OCCCCCO)c1C(C)OCCO (configuration not stated)
→ ·	·	-2.7	1.9	-3.6	7.5	-0.2	23.0*	-1.8
27	Cn1cc([N+](=O)[O-])c(C(=O)NNC(=O)c2ccc([N+](=O)[O-])cc2Cl)n1
→ -1.5	i	-1.3	-0.7	-1.1	5.2	1.5	7.4	-3.7
28	COc1ccccc1OCC(=O)N1CC2(C)CC1CC(C)(C)C2 (configuration not stated)
→ 0.8	i	-3.6	-2.0	-4.2	-5.0	-0.1	15.6	-2.4
29	c1ccc(CC2CCN(Cc3nc(-c4ccccc4)no3)CC2)cc1
→ -2.3	i	-1.1	-4.1	23.6	-1.4	-0.2	-3.8	9.9
30	O=C(CNC(=O)[C@@H]1Cc2ccccc2CN1)NC1CCCCC1
→ 1.5	i	0.7	-3.0	-4.7	5.9	0.5	-3.2	11.5

Structures shown so far with fluorine:
Each structure is followed by: Rin1 Abl inh	Neddyl block	MsrA act	MT1-MMP act inh	FAS TE block	eLon inh	MsrA inhibitor	CendR NRP1 mod	SKN-1 block
3	CS(=O)(=O)c1cccc(C(=O)NCc2ccc(F)cc2)c1
→ 3.1	i	2.1	0.5	-6.7	0.5	0.6	14.8	-10.4
22	COc1ccc(OC)c(NC(=O)c2cc(-c3ccc(F)cc3OC(C)C)n[nH]2)c1
→ -1.2	i	-1.0	-1.7	31.4	0.4	-0.1	2.2	27.3

The results go on.
Each structure is followed by: Rin1 Abl inh	Neddyl block	MsrA act	MT1-MMP act inh	FAS TE block	eLon inh	MsrA inhibitor	CendR NRP1 mod	SKN-1 block
31	CCCCn1c(N)c(N(CC(C)C)C(=O)c2ccncc2)c(=O)[nH]c1=O
→ 1.4	i	-3.5	-1.9	-6.6	-15.1	-0.1	3.5	4.7
32	CCCn1c(=O)c2ccccc2n2c(=S)[nH]nc12
→ 0.2	i	-0.7	1.2	-4.5	9.5	-0.2	-3.9	-4.3
33	COc1cc(-c2nnc(SCC(=O)N(C)C3CCS(=O)(=O)C3)o2)cc(OC)c1OC (configuration not stated)
→ 1.6	i	-1.6	5.4	-2.5	4.8	0.9	-5.6	4.1
34	O=C(Nc1ccccc1C(=O)Nc1nccs1)c1ccccc1
→ -1.8	i	-3.1	-0.5	3.1	-5.7	-0.2	3.3	1.7
35	COc1ccc(C(C(=O)NC2CCCC2)N(C(=O)c2snc(-c3ccc(F)cc3)c2N)c2ccccc2)cc1 (configuration not stated)
→ 1.2	i	-0.3	8.3	3.5	1.7	-0.1	-4.3	22.1
36	Cc1ccc(S(=O)(=O)N(C)c2ccc(OCC(=O)OCc3c(C)noc3C)cc2)cc1
→ -4.5	i	-6.6	7.8	12.5	-6.3	-1.2	-3.5	-10.4
37	CCOC(=O)[C@]12CCCC=C1N(Cc1ccccc1)C(=O)[C@H](CC(=O)NCc1cccc3ccccc13)C2
→ ·	i	·	-5.3	·	·	-0.8	16.4	6.6
38	CCOC(=O)c1ccc(N2C(=O)CC(N3CCC(Nc4ccc(F)cc4)CC3)C2=O)cc1 (configuration not stated)
→ 1.5	i	-0.2	-3.6	1.8	-2.5	0.3	-8.1	13.8
39	CC1CCC2(CC1)NC(=O)N(CC(=O)c1cn(CCC#N)c3ccccc13)C2=O (configuration not stated)
→ 0.3	i	-4.5	-0.1	-0.7	-4.6	-0.1	6.4	-0.8
40	CC(C)(C)C(=O)N1CCN(c2ncnc3scc(-c4ccccc4)c23)CC1
→ 0.3	i	-5.0	-10.7	-0.3	-4.0	0.2	0.1	1.5
41	CCCc1nc2ccccc2n1Cc1ccccc1OC
→ -0.3	i	-3.4	3.0	3.2	-0.1	0.0	-3.8	5.5
42	CCOc1ccc(Cc2nnc(N)s2)cc1OCC
→ 0.8	i	-3.9	0.3	-2.7	-1.2	0.5	14.4	-12.9
43	CCc1ccccc1N(CC(=O)N1CCCCC1)S(=O)(=O)c1ccccc1
→ 1.9	i	-2.7	-2.4	0.6	-13.8	-0.1	-4.2	-4.1
44	O=C(Nc1ccc(C(=O)O)cc1)/C(=C/c1ccc2c(c1)OCO2)NC(=O)c1cccc(Br)c1
→ -2.0	i	-11.7	0.9	1.4	2.7	4.1	-19.0	6.4
45	COc1cc2cc(c1Cl)N(C)C(=O)CC(OC(=O)C(C)N(C)C(C)=O)C1(C)OC1C(C)C1CC(O)(NC(=O)O1)C(OC)C=CC=C(C)C2 (configuration not stated)
→ 0.1	i	-1.3	18.9	-2.3	-6.4	-1.0	-2.2	-29.8
46	Cn1c2c(c(=O)n(C)c1=O)CN(CC1CCCO1)CN2 (configuration not stated)
→ 0.6	i	1.4	0.7	-1.6	-6.7	0.8	7.9	-4.1
47	CC(=O)Nc1ccc(OCCOc2ccccc2C(C)=O)cc1
→ -0.9	i	-9.1	-1.1	-2.9	8.9	-1.3	1.5	-2.0
48	S=c1[nH]cc(-c2ccc(Cl)cc2)n1Cc1ccccc1
→ 1.7	i	2.5	6.2	-1.9	10.2	0.0	9.7	-2.2
49	CCOc1ccc(OCCC(=O)N(CCC2=CCCCC2)c2c(N)n(Cc3ccccc3)c(=O)[nH]c2=O)cc1
→ -1.9	i	-6.0	-14.3	-9.3	1.9	-0.4	-2.7	0.2
50	CCCCN(CC)CCNC(=O)Cn1cnc2sc(C)c(S(=O)(=O)N3CCC(C)CC3)c2c1=O
→ 4.2	i	-3.6	1.9	-4.1	0.8	0.7	2.7	16.2
51	CCOC(=O)CCNc1n[nH]c(=O)[nH]c1=O
→ -4.4	i	-1.2	4.7	-4.4	-3.6	0.8	20.7	-2.5
52	CCCCN(CCCC)CCNC(=O)CN1C(=O)CSc2ccc(S(=O)(=O)N3CCCCC3)cc21
→ -1.9	i	-1.6	-3.5	-6.4	1.6	-0.6	6.7	1.9
53	Cc1ccc(-c2nnc(NCc3nc4ccccc4[nH]3)c3ccccc23)cc1S(=O)(=O)N1CCCCC1
→ -2.8	i	-5.0	1.1	68.7*	-3.7	-0.2	9.3	11.9
54	COc1ccc(C(=O)NCC(=O)N/N=C/C=C/c2ccccc2)cc1OC
→ -5.0	i	-5.2	-0.5	3.6	-7.4	1.1	3.2	1.8
55	CCCCn1cnc2c(SCc3ccccn3)nc(N)nc21
→ -0.1	i	-3.7	4.1	-9.1	1.8	0.4	12.4	4.6
56	O=C(Nc1ccc(F)cc1F)c1ccc2c(c1)OCCO2
→ -1.0	i	-1.8	2.6	-1.8	0.0	0.0	18.6	9.7
57	C=CCn1c(N)c(S(=O)(=O)c2cccs2)c2nc3ccccc3nc21
→ -7.3	·	-2.4	-2.8	0.7	-3.0	3.4	2.7	11.4
58	CCCC[C@@H]1CNC(=O)C(=O)N1CCc1cc(C(F)(F)F)cc(C(F)(F)F)c1
→ -1.2	i	-1.2	3.7	-0.3	-6.0	0.0	-0.8	3.8

Rows were taken by chance; any-hit rate near 4.2%.
